Screens: PubChem, Sanford-Burnham Center for Chemical Genomics
H9c2 TAG inh: reduces triacylglycerol accumulation in H9c2 cells | Nile Red lipid (TAG) fluorescence; cells loaded with 200 µM oleic acid | inhibition, % at 12.5 µM | 230,000 compounds, 0.66% hits | AID 651582;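 active = pattern-corrected inhibition of lipid staining of at least 50% with the nuclear-stain viability signal not falling by more than 50%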;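 also: 0% = DMSO wells and 100% = triacsin C control wells; some results filed as inactive read as strong as hits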
H9c2 TAG inh DAPI viability: further read-out of H9c2 TAG inh, marked with its call; DAPI nuclei signal change (viability), lower = more cytotoxic, %;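 whole-well DAPI fluorescence read on a plate reader as a viability signal; minus 50 percent equals half of cells still viable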
An asterisk follows results filed as active. A portion of the library, so the mix of outcomes need not match the whole.

The first 25 entries, ahead of the listing:
SMILES | H9c2 TAG inh | H9c2 TAG inh DAPI viability
COc1ccc(CCN2CC(C(=O)NCCc3cccnc3)CCC2=O)cc1 (stereo not drawn) | 2 | 10
CC(Oc1ccccc1)C(=O)Nc1ccc(F)c(S(=O)(=O)N2CCOCC2)c1 (stereo not drawn) | -9 | -7
CCSc1nc2c(c(-c3ccc(C)o3)c1C#N)CCCC2 | 8 | -1
Cc1ccccc1NS(=O)(=O)c1ccc2c(c1)NC(=O)CO2 | -8 | 1
CCOc1cccc(NC(=O)C2CC(=O)N(c3ccc(F)cc3)C2)c1 (stereo not drawn) | -1 | 3
COc1ccc(S(=O)(=O)c2ccc(OCC3CO3)cc2)cc1 (stereo not drawn) | -20 | 0
O=C(NC(NNc1ccc([N+](=O)[O-])cc1)(C(F)(F)F)C(F)(F)F)c1ccccc1Cl | 13 | -22
C=CCn1c(SCCN)nnc1-c1cccc(S(=O)(=O)N2CCOCC2)c1 | 5 | -3
C/C(=N\NC(=O)c1ccccc1C)c1cccc([N+](=O)[O-])c1 | -2 | -6
CCC(C(=O)OCC(=O)Nc1ccc(OC)cc1OC)c1ccccc1 (stereo not drawn) | -11 | -11
CCOc1ccc(CN2CCN(Cc3c(C)nn(CC)c3C)CC2CCO)cc1 (stereo not drawn) | -8 | 1
Cc1ccc2nc(NC(=O)CSc3nc4c(c(=O)n3C)SC(C)C4)sc2c1 (stereo not drawn) | -1 | -10
CCN(CC)CCn1c(SCC(=O)NCc2ccccc2)nc2c(sc3ccccc32)c1=O | 9 | 11
CC(C)n1c(-c2ccncc2)n[nH]c1=S | 8 | -17
Cc1ccc(-c2nc(CN3CCN(c4cnccn4)CC3)c(C)o2)o1 | -3 | -4
CC[C@H]1C/C=C\Cc2ccccc2[C@H](C(=O)C[C@@H](O)CC(C)=O)OC1=O | -3 | 7
Cc1cc(CNC(=O)c2cccnc2Cl)c2ccccc2n1 | -6 | 0
CCn1c(/C=C/c2ccccc2)nc2ccccc2c1=O | -19 | 0
CCOc1ncccc1C(=O)OCCCC(=O)c1ccc(Br)cc1 | -22 | 2
COc1ccc(/C=C/c2cc(O)cc(OC3OC(CO)C(O)C(O)C3O)c2)cc1 (stereo not drawn) | 4 | -6
Cc1ccc(-c2c(C(=O)N3CCOCC3)oc(=O)c3ccccc23)cc1 | 2 | 5
CC(=O)N(c1ccccc1)c1nc(C)cc(C)c1C#N | -3 | 4
CCOc1ccc(N(CC(=O)NN=C2CCN(C)CC2)S(=O)(=O)c2ccc(Br)cc2)cc1 | -8 | 5
Cn1c(NN)nc2ccccc2c1=O | 0 | -6
CN(C)CCCNc1ncnc2scc(-c3ccccc3)c12 | 19 | -17

This part in full, repeating the preview:
SMILES | H9c2 TAG inh | H9c2 TAG inh DAPI viability
COc1ccc(CCN2CC(C(=O)NCCc3cccnc3)CCC2=O)cc1 (stereo not drawn) | 2 | 10
CC(Oc1ccccc1)C(=O)Nc1ccc(F)c(S(=O)(=O)N2CCOCC2)c1 (stereo not drawn) | -9 | -7
CCSc1nc2c(c(-c3ccc(C)o3)c1C#N)CCCC2 | 8 | -1
Cc1ccccc1NS(=O)(=O)c1ccc2c(c1)NC(=O)CO2 | -8 | 1
CCOc1cccc(NC(=O)C2CC(=O)N(c3ccc(F)cc3)C2)c1 (stereo not drawn) | -1 | 3
COc1ccc(S(=O)(=O)c2ccc(OCC3CO3)cc2)cc1 (stereo not drawn) | -20 | 0
O=C(NC(NNc1ccc([N+](=O)[O-])cc1)(C(F)(F)F)C(F)(F)F)c1ccccc1Cl | 13 | -22
C=CCn1c(SCCN)nnc1-c1cccc(S(=O)(=O)N2CCOCC2)c1 | 5 | -3
C/C(=N\NC(=O)c1ccccc1C)c1cccc([N+](=O)[O-])c1 | -2 | -6
CCC(C(=O)OCC(=O)Nc1ccc(OC)cc1OC)c1ccccc1 (stereo not drawn) | -11 | -11
CCOc1ccc(CN2CCN(Cc3c(C)nn(CC)c3C)CC2CCO)cc1 (stereo not drawn) | -8 | 1
Cc1ccc2nc(NC(=O)CSc3nc4c(c(=O)n3C)SC(C)C4)sc2c1 (stereo not drawn) | -1 | -10
CCN(CC)CCn1c(SCC(=O)NCc2ccccc2)nc2c(sc3ccccc32)c1=O | 9 | 11
CC(C)n1c(-c2ccncc2)n[nH]c1=S | 8 | -17
Cc1ccc(-c2nc(CN3CCN(c4cnccn4)CC3)c(C)o2)o1 | -3 | -4
CC[C@H]1C/C=C\Cc2ccccc2[C@H](C(=O)C[C@@H](O)CC(C)=O)OC1=O | -3 | 7
Cc1cc(CNC(=O)c2cccnc2Cl)c2ccccc2n1 | -6 | 0
CCn1c(/C=C/c2ccccc2)nc2ccccc2c1=O | -19 | 0
CCOc1ncccc1C(=O)OCCCC(=O)c1ccc(Br)cc1 | -22 | 2
COc1ccc(/C=C/c2cc(O)cc(OC3OC(CO)C(O)C(O)C3O)c2)cc1 (stereo not drawn) | 4 | -6
Cc1ccc(-c2c(C(=O)N3CCOCC3)oc(=O)c3ccccc23)cc1 | 2 | 5
CC(=O)N(c1ccccc1)c1nc(C)cc(C)c1C#N | -3 | 4
CCOc1ccc(N(CC(=O)NN=C2CCN(C)CC2)S(=O)(=O)c2ccc(Br)cc2)cc1 | -8 | 5
Cn1c(NN)nc2ccccc2c1=O | 0 | -6
CN(C)CCCNc1ncnc2scc(-c3ccccc3)c12 | 19 | -17
COc1ccccc1N1CC(C(=O)Nc2cc(C(F)(F)F)ccc2N2CCCC2)CC1=O (stereo not drawn) | 11 | -2
O=C(CN1CCN(c2ncc(C(F)(F)F)cc2Cl)CC1)NCCNc1ncc(C(F)(F)F)cc1Cl | 21 | -8
COc1ccc(C(=O)NCCc2c[nH]c3ccccc23)cc1OC | 14 | -21
C/C(=N\NC(=O)CN1CCCCC1)c1cccc([N+](=O)[O-])c1 | -2 | 6
Cc1cnc(-c2nnc(N(C)C(=O)C3CCCO3)s2)cn1 (stereo not drawn) | 0 | -10
COc1ccc(C(=O)Cc2ccccc2C(=O)O)cc1 | 7 | 2
COc1ccccc1CNCC(=O)Nc1ccccc1-n1cccc1 | -8 | 1
CCOCCCNC(=O)C(NC(=O)c1ccc(=O)[nH]c1)c1ccccc1 (stereo not drawn) | -6 | 9
CCOc1cccc(CN2CCN(CCc3ccccc3)C(CCO)C2)c1O (stereo not drawn) | 16 | 17
O=C(O)c1ccccc1C(=O)OCC1CCC(=NO)CC1 (stereo not drawn) | 6 | 2
Cc1nc(-c2ccc(C(=O)O)cc2)cs1 | -4 | 5
COc1ccc(NC(=S)N2CCCC2c2ccc(OC)c(OC)c2)cc1 (stereo not drawn) | 4 | 7
CCOc1ccccc1NC(=O)CSc1ccc2nnc(-c3cccnc3)n2n1 | -4 | 7
O=c1cc(-c2ccco2)nc(-c2cccs2)o1 | 5 | -3
CC(=O)Nc1cccc(N(C(=O)C2COc3ccccc3O2)C(C(=O)NC2CCCCC2)c2cn(C)nc2C)c1 (stereo not drawn) | 1 | -3

2 consecutive records already listed, quoted:
SMILES | H9c2 TAG inh | H9c2 TAG inh DAPI viability
O=c1cc(-c2ccco2)nc(-c2cccs2)o1 | 5 | -3
CC(=O)Nc1cccc(N(C(=O)C2COc3ccccc3O2)C(C(=O)NC2CCCCC2)c2cn(C)nc2C)c1 (stereo not drawn) | 1 | -3

Later entries:
SMILES | H9c2 TAG inh | H9c2 TAG inh DAPI viability
C[C@@H]1CN([C@@H](C)CO)C(=O)c2cc(Br)cnc2O[C@H]1CN(C)C(=O)Cc1ccccn1 | 9 | 3
COc1cccc(-c2nnn(CC(=O)N(C3CCCCC3)C3CCS(=O)(=O)C3)n2)c1 (stereo not drawn) | -7 | 11
COc1ccc(CCn2c(C)cc(C(=O)CN3C(=O)C(=O)N(C4CCCC4)C3=O)c2C)cc1OC | -18 | 23
CN(C(=O)c1cccc(NC(=O)Cc2cccc(NC(=O)C3CCCN(C(=O)C4CCC4)C3)c2)c1)C1CC1 (stereo not drawn) | 11 | 0
O=C(c1ccc(S(=O)(=O)N2CCCCCC2)cc1)N1CCC(CN2C(=O)c3cccc4cccc(c34)C2=O)CC1 | -32 | 15
Cc1c(C(=O)NCc2ccc(F)cc2)sc(=O)n1Cc1ccc(C(=O)c2ccccc2)cc1 | -5 | -7
CCOc1cccc(/C=C/C(=O)O)c1 | 24 | -6
O=S1(=O)CC(O)C(NCCO)C1 (stereo not drawn) | 0 | 1
COc1ccc2[nH]c3c(c2c1)CC(C)NC3=O (stereo not drawn) | 2 | 8
O=C(NC(=S)NCCc1ccccc1)c1cccc(Cl)c1 | 8 | -7
CC(=O)c1cccc(NC(=S)NC(=O)c2cncc(Br)c2)c1 | -9 | -6
COCCN(C(=O)COC(=O)c1ccc2c(c1)OCO2)c1c(N)n(Cc2ccccc2)c(=O)[nH]c1=O | 2 | 1
Cc1ccc(C2=NC3(CCCC3)NC2=S)cc1 | -1 | -10
COc1ccccc1NC(=O)Cc1nc(CCl)cs1 | 14 | 3
Cc1no[n+]([O-])c1COc1ccccc1/C=C1\NC(=S)NC1=O | 2 | 1
CCc1nc2ccc(C(=O)N(C)Cc3ccccc3)cn2c1N(C)CCCc1ccccc1 | 1 | -11
CN(CCN1CCOCC1)Cc1nc(-c2ccc3c(c2)OCO3)no1 | -3 | 3
COC(=O)c1ccc(C(=O)O)nc1 | -12 | 3
COc1ccc(CN2CCC(CO)(Cc3ccccc3)CC2)cc1Cn1cccn1 | -16 | 26
C[C@@H]1CCCCO[C@@H](CN(C)C(=O)c2ccccc2)[C@@H](C)CN([C@H](C)CO)C(=O)c2cc(N(C)C)ccc2O1 | 0 | 11
CCOc1ccc(/C=N/NC(=O)c2ccc3nc[nH]c3c2)cc1OC | -6 | 2
CC(=O)c1sc(N/N=C\c2ccc(Br)cc2)nc1C | 16 | 38
COc1ccc(NC(=O)CC2C(=O)N(c3ccc(OC)cc3)C(=O)N2Cc2ccc(OC)c(OC)c2)cc1 (stereo not drawn) | -1 | -4
COCCn1c(-c2cccs2)nc2nc3ccccc3nc21 | 4 | 69
CC1=C(C(=O)N(C)C)C(c2ccc(N3CCOCC3)cc2)NC(=O)N1 (stereo not drawn) | -4 | 2
COCCSc1ncnc2c1oc1nc3c(cc12)COC(C)(C)C3 | -1 | -1
CCOC(=O)Cc1csc(NC(=O)NC2(C(F)(F)F)Oc3cc(Cl)c(Cl)cc3O2)n1 | -37 | 17
Cc1cc(C)cc(NC(=O)CN(Cc2ccccc2)S(C)(=O)=O)c1 | 10 | -8
CC(=O)Oc1ccc2nc(/C=C/c3ccc(C=O)cc3)oc(=O)c2c1 | -11 | -1
CC(C)CC(=O)N=C1SC2CS(=O)(=O)CC2N1CCc1ccccc1 (stereo not drawn) | -5 | -3
O=C(N/C(=C/c1cccs1)c1nc2ccccc2[nH]1)c1ccccc1 | -9 | -3
CCOc1cccc2cc(C(=O)NCc3ccc(OC)cc3)c(=N)oc12 | 18 | 3
Cc1noc(C)c1C(=O)OCC(=O)NC1CCCCC1C (stereo not drawn) | -9 | 4
CCOc1cccc(OCCNC2CCCC2)c1 | -9 | 10
Cc1ccc(C(=O)NCC(C)(C)O)cc1 | -7 | -6
Cc1ccccc1C(=O)N1CCC(C(=O)Nc2ccc(F)cc2)CC1 | 16 | -8
Cc1ccc(NC(=O)/C(C#N)=C/c2cccs2)c(C)c1 | -6 | 7
CCOC(=O)C(=O)NCc1ccc(/C=C2/N=C(C)C(C(=O)OCC)=C2O)o1 | 7 | -8
CON/C=C(\C=Nc1ccc(C(F)(F)F)cc1)c1ncc(C(F)(F)F)cc1Cl | -4 | -23
COc1cccc(Cn2nnc(C(=O)Nc3ccc(C)cc3)c2N)c1 | -19 | -3
COc1ccc(/C=N/n2c(C)nc3c([nH]c4ccccc43)c2=O)cc1CN1CCCC(C)(C)C1 | 3 | 2
CN(C)C(=O)c1ccc(-c2n[nH]c(=O)c3ccccc23)cc1 | -1 | -12
CCOC(=O)C1=C(COC(=O)c2cccc(N(C)C)c2)NC(=O)NC1C (stereo not drawn) | -4 | -12
CCC(C)Oc1nc(C)cc(C)c1S(=O)(=O)c1ccccc1C (stereo not drawn) | -4 | -2
CC(=O)C(Cc1ccccc1)NC(=O)CN1CCN(Cc2ccccc2)CC1 (stereo not drawn) | -6 | 5
Cc1ccc(NC(=O)CN(C2=NC3CS(=O)(=O)CC3S2)c2ccccc2)cc1 (stereo not drawn) | 1 | 0
O=C(CCCN1C(=O)/C(=C/c2cccc(Br)c2)SC1=S)NCCCN1CCOCC1 | 20 | 6
O=c1c2cc3c(cc2[nH]c(=S)n1Cc1ccco1)OCO3 | -3 | 5
Cc1ccc(C(C)C)c2oc(=O)cc(-c3ccc(-c4ccc(C(F)(F)F)cc4)cc3)c12 | 8 | -8
Cc1nc2ccccn2c1C(=O)CSc1cccc(Cl)c1 | -33 | -8
Cc1nc2sc(C)c(C)c2c(=O)[nH]1 | 5 | -7
Cc1cc(C)cc(NC(=O)N2CCCN(c3ncccc3[N+](=O)[O-])CC2)c1 | -16 | -4
CCOc1ccc(C(=O)c2ccccc2C(=O)O)cc1OCC | 20 | -9
O=C(CSc1c[nH]c2ccccc12)NCc1ccc2c(c1)OCO2 | 0 | -11
CCCC(=O)N1CCC1(C)C(=O)Nc1cc(C)ccc1C (stereo not drawn) | -6 | 3
Cc1nc(N)nc(OCC(F)(F)C(F)F)c1Br | 1 | -3
Cc1cc(C(F)(F)F)cc(NNC(=O)NC(=O)c2ccccc2Cl)n1 | -11 | 7
Cc1cc(N)n2ncc(-c3ccc(Cl)cc3)c2n1 | 2 | 24
